Compound activity (PubChem)
S3 lipid droplet – qHTS Assay for Lipid Storage Modulators in Drosophila S3 Cells; Drosophila S3 cells, BODIPY lipid droplet fluorescence, 18-24 h; cells fed with added oleic acid; Potency in µM for hits, for the others lipid storage change, negative = inhibition, % at the top dose, mostly 46.1 µM; 320,000 compounds, 0.64% hits; AID 2685, 2010; active = well fitted inhibition curve with a large enough effect in the signal ratio, with a control signal flat, not every such curve was filed as active; inconclusive = small, poorly fitted or top-dose-only effect, or effect the other way, or a change in a side signal; the % refers to the signal ratio
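Drosophila S3 cells got compounds at several concentrations plus oleic acid (400 uM solution). Laser-scanning cytometry with 488 nm excitation read lipid droplets at 500-530 nm and cells at 575-640 nm. Percent activity was relative to 20 uM Triacsin C.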
S3 lipid droplet cell count max – recorded beside S3 lipid droplet, whose call it bears; cell number change, %; measured here: cell count max response;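 cells counted by Cell Tracker Red CMTPX staining in the red channel; peak over a dose series mostly up to 46.1 µM; percent activity relative to internal control wells on each plate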
* marks the source's active call; other numbers are inactive results; i = inactive; u = inconclusive; x = not tested or not shown. % is set by controls: 0 for no effect and ±100 for the full control effect; potency is the fitted concentration of half-maximal effect.

SMILES	S3 lipid droplet	S3 lipid droplet cell count max
COc1ccc(OCC#CCNC(C)(C)C)cc1	u	x
COCCOc1cc(NC(=O)c2cccc(OC)c2)c(Cl)cc1Cl	u	x
CC(=O)N1C(=O)/C(=C2\SC(=S)N(NS(=O)(=O)c3ccc(C)cc3)C2=O)c2ccccc21	-17%	-4
O=C(NC1(C(F)(F)F)N=C2SCCN2C1=O)c1ccco1 (stereo not drawn)	-15%	-1
COc1cc(OC)c(OC)cc1CN1CCN(Cc2ccc(C(F)(F)F)cc2)CC1	u	x
CCC(=O)Nc1ccc(C(=O)NNC(=O)COc2cccc(C)c2)cc1	-1%	0
CCc1nnc(NS(=O)(=O)c2ccc(NC(=O)COc3ccc(Cl)c(C)c3)cc2)s1	u	x
CC(c1ccco1)N(C(=O)Nc1ccccc1)C1CCCCC1 (stereo not drawn)	u	x
CC1CN(C(=O)CCn2c(=O)oc3ccccc32)CC(C)O1 (stereo not drawn)	-1%	-21
Cn1c(C(=O)NCc2cccnc2)cc2sccc21	i	6
CCN(CCCNC(=O)C1CCN(S(=O)(=O)N2CCOCC2)CC1)c1cccc(C)c1	u	x
FC(F)(F)c1cc(-c2ccco2)nc(NCc2cccs2)n1	u	x
CN(C)CCNC(=O)c1cc2c(s1)-c1ccccc1OC2	u	x
NS(=O)(=O)c1ccc(NC(=O)CSc2nc3c(c(=O)[nH]2)CCCC3)cc1	i	13
COc1cccc(NC(=O)CN2C(=O)NC(CCc3ccccc3)C2=O)c1 (stereo not drawn)	u	x
CCCCN(CCCNC(=O)C1CCN(S(=O)(=O)N2CCOCC2)CC1)c1ccccc1	u	x
COc1ccc2cc(C(=O)/C=C/c3cc(OC)c(OC)c(OC)c3)ccc2c1	u	x
Cc1cccnc1NC(=O)C1CCN(S(=O)(=O)c2ccc3ccccc3c2)CC1	u	x
COc1ccc(N2CCN(c3cc(C)c4ccc(O)cc4n3)CC2)cc1	-1%	-7
COCCOC(=O)c1[nH]c2c(c1C)C(=O)CC(c1cccs1)C2 (stereo not drawn)	5%	11
Cn1nc(C(F)(F)F)cc1-c1ccc(/C=C(\C#N)C(=O)c2cccc(C(F)(F)F)c2)s1	-7%	20
CC(C)NC(=O)CC(=O)N/N=C/c1c(F)cccc1Cl	u	x
CC(C)OCCCN1CC(=O)N2C(c3ccccc3)c3[nH]c4ccccc4c3C[C@H]2C1=O (stereo partly drawn)	2%	-6
Cc1oc(-c2cccc(F)c2)nc1CN1CCCCC1CCc1ccccn1 (stereo not drawn)	24%	13
CCS(=O)(=O)N1CCCC(c2nc(-c3cccc(OC)c3)no2)C1 (stereo not drawn)	i	x
SMILES	S3 lipid droplet	S3 lipid droplet cell count max
NS(=O)(=O)c1ccc(CCNC(=O)CNC(=O)c2ccc(Oc3ccccc3)cc2)cc1	u	x
CCOc1cc(C(=O)Nc2ccccc2N2CCN(S(C)(=O)=O)CC2)cc(OCC)c1OCC	i	x
CC1Cc2ccccc2N1C(=O)CNCCCN(C)C (stereo not drawn)	21µM*	-0.9*
CC(C)(C)C(=O)c1cn(CC(=O)O)c2ccccc12	u	x
O=C(COC(=O)CNC(=O)c1ccccc1F)NCCNC(=O)COC(=O)CNC(=O)c1ccccc1F	-4%	-12
O=C(CSc1ccc(F)cc1)NCCSc1ccccc1	u	x
COc1ccc(/C=C/C(=O)c2ccc[nH]2)cc1OC	u	x
CC(=O)c1cccc(N2C(=O)Nc3ccccc3N2O)c1	0%	7
O=c1nc2n(c3ncccc13)CCCCC2	i	x
CCc1ccccc1NC(=O)NCc1ccc2c(c1)OCO2	-13%	1
CC1CCN(CCOCCOc2ccccc2Br)CC1	u	x
O=C(COc1cccc(-n2cnnn2)c1)NCCC1=CCCCC1	15%	1
Cc1ccc(S(=O)(=O)N(C)C)cc1NC(=O)c1cc(S(=O)(=O)N2CCCCC2)ccc1N1CCOCC1	u	x
Cc1cc(Oc2ccccc2)nc(-c2ccccc2O)n1	u	x
CCN(CC)C(=O)N1c2ccccc2CC(N(CC)CC)c2ccccc21 (stereo not drawn)	-13%	8
CCCCOP(=O)(c1ccc(N(C)C)cc1)C(O)c1ccc(OC)cc1 (stereo not drawn)	-11%	3
CCN(Cc1nc(-c2cccc(Cl)c2)no1)CC1CCCO1 (stereo not drawn)	8%	2
CCN1CCc2nc3ccccc3c(C(=O)Nc3ccc(NC(C)=O)cc3)c2C1	-3%	7
CCOC(=O)C1=C(COC(=O)COc2ccccc2OCC)NC(=O)NC1C (stereo not drawn)	u	x
N=C1SCC(=O)N1c1ccc(Cl)cc1	-6%	24
CC(CC#CCN1CCOCC1)OCCC#N (stereo not drawn)	u	x
C/C=C(\C)CN1CCN(c2ccccc2F)CC1	17%	1
S=c1[nH]c2ccccc2n1Cc1ccccc1	u	x
Cc1cc(C(=O)COC(=O)C2=NNC(=O)CC2)c(C)n1-c1ccccc1	u	x
Cc1nc2sc(C(c3ccco3)N3CCC(Cc4ccccc4)CC3)c(O)n2n1 (stereo not drawn)	-3%	11
SMILES	S3 lipid droplet	S3 lipid droplet cell count max
COc1ccc(N(CC(=O)Nc2cccc(C(C)=O)c2)S(=O)(=O)c2ccc(NC(C)=O)cc2)cc1	17%	-3
COc1c(O)cc2oc(-c3ccc(O)c(O)c3)cc(=O)c2c1O	u	x
COCCNC(=O)NC(=O)COC(=O)Cc1ccc2c(c1)OCCO2	10%	x
COc1ccc(CNC(=O)CN(Cc2ccco2)C(=O)CNS(=O)(=O)c2ccc(F)cc2)cc1	u	x
Cc1noc(C)c1COc1cccc(C(=O)OC(C)C#N)c1 (stereo not drawn)	u	x
CCOC(=O)Cn1cc(C#N)c2ccccc21	-5%	8
CC(CNC(=O)c1cc(COc2c(F)cccc2F)on1)Oc1cccnc1 (stereo not drawn)	i	14
O=C(CCC1CCCC1)NCCCNC(=O)CCC1CCCC1	i	x
CCCSc1nnc(N)s1	4%	8
O=C(C1CC(=O)N(c2ccc3c(c2)OCCO3)C1)N1CCN(c2ccccc2)CC1 (stereo not drawn)	u	x
O=C(N/N=C/c1cn(-c2ccccc2)nc1-c1cccnc1)c1ccccc1	-1%	9
N#CCCN1CCN(Cn2c3ccccc3c3ccccc32)CC1	u	x
Cc1ccc(C)c(S(=O)(=O)N2CCN(C(=O)C3CCN(c4ncnc5sc(C)c(C)c45)CC3)CC2)c1	u	x
Cc1[nH]c(=O)c(C#N)c(C)c1Br	u	x
CCCN1CCC(=O)N([C@H](CSc2ccc(C)cc2)c2ccccc2)CC1	u	x
Cc1ccc(NC(=O)C(C)OC(=O)Cn2[nH]c(=O)c3ccccc3c2=O)cc1 (stereo not drawn)	u	x
COc1cccc2cc(C(=O)OC(C)C(=O)c3ccc(C)cc3)c(=O)oc12 (stereo not drawn)	-3%	0
CC1Sc2ccc(C(=O)Nc3ncccc3O)cc2NC1=O (stereo not drawn)	u	x
Cc1cc(C(=O)OCC(=O)N2CC(=O)Nc3ccccc32)c(C)n1-c1ccccc1	0%	-3
Cc1[nH]c2ccccc2c1C(=O)COC(=O)C1CC(=O)N(Cc2ccccc2)C1 (stereo not drawn)	u	x
CCCN(CCC)CCNC(=O)c1cc2c(C)nc3ccccc3c2o1	u	x
COc1ccccc1C1C(C(C)=O)=C(C)N=c2s/c(=C\c3cc(OC)c(OC)c(OC)c3)c(=O)n21 (stereo not drawn)	u	x
COc1ccc(-c2nc3ccc(N4CCCC4)cc3c(=O)[nH]2)cc1OC	u	x
CCc1noc(C)c1C(=O)Nc1cc(Cl)ccc1N1CCCC1	u	x
CC(C)CNc1oc(-c2ccco2)nc1C#N	-6%	-17

Structural class, the entries above containing fluorine.
SMILES	S3 lipid droplet	S3 lipid droplet cell count max
O=C(NC1(C(F)(F)F)N=C2SCCN2C1=O)c1ccco1 (stereo not drawn)	-15%	-1
COc1cc(OC)c(OC)cc1CN1CCN(Cc2ccc(C(F)(F)F)cc2)CC1	u	x
FC(F)(F)c1cc(-c2ccco2)nc(NCc2cccs2)n1	u	x
Cn1nc(C(F)(F)F)cc1-c1ccc(/C=C(\C#N)C(=O)c2cccc(C(F)(F)F)c2)s1	-7%	20
CC(C)NC(=O)CC(=O)N/N=C/c1c(F)cccc1Cl	u	x
Cc1oc(-c2cccc(F)c2)nc1CN1CCCCC1CCc1ccccn1 (stereo not drawn)	24%	13
O=C(COC(=O)CNC(=O)c1ccccc1F)NCCNC(=O)COC(=O)CNC(=O)c1ccccc1F	-4%	-12
O=C(CSc1ccc(F)cc1)NCCSc1ccccc1	u	x
C/C=C(\C)CN1CCN(c2ccccc2F)CC1	17%	1
COc1ccc(CNC(=O)CN(Cc2ccco2)C(=O)CNS(=O)(=O)c2ccc(F)cc2)cc1	u	x
CC(CNC(=O)c1cc(COc2c(F)cccc2F)on1)Oc1cccnc1 (stereo not drawn)	i	14

Additional records:
SMILES	S3 lipid droplet	S3 lipid droplet cell count max
COc1cc(/C=C/C(=O)Nc2nc3ccc(S(=O)(=O)NC(C)C)cc3s2)cc(OC)c1OC	1%	2
O=C(NCc1ccc(Cl)cc1)c1cccc(S(=O)(=O)N2CCCC2)c1	u	x
CCOC(=O)c1cc(=O)c2ccc(OCc3ccccc3)cc2o1	15%	3
CCCCNC(=O)CSc1nc2cc3c(cc2c(=O)n1CCCN(CC)CC)OCO3	i	x
CN(Cc1ccon1)C(=O)CC1C(=O)NCCN1CC1CCCCC1 (stereo not drawn)	u	x
COC(=O)C1=C(C(=O)OC)SC2(S1)C(C(=O)OC)=C(C(=O)OC)SC1=C2c2cccc(C)c2NC1(C)C	u	x
O=C(O)C1CC=C(Cl)CC1C(=O)NC1CCCCC1 (stereo not drawn)	-11%	x
COc1cccc(CNC(=O)CCC2CCCN(C(=O)c3cc(C)on3)C2)c1 (stereo not drawn)	3%	7
O=C(CCn1cccc1)Nc1ccc(OC(F)(F)F)cc1	2%	-1
C/C(=N/NC(=O)CSc1nc2ccccc2s1)c1ccncc1	-1%	-7
O=C(CN1CCN(S(=O)(=O)c2cc(C(F)(F)F)ccc2Cl)CC1)N1CCc2ccccc2C1	u	x
CN(C(=O)c1nn(C)c2c1CSc1ccccc1-2)c1ccc(F)cc1	i	-4
Cc1nc2c(c(N3CCOCC3)n1)OCC(=O)N2	4%	-5
CCN(CCO)C(=O)c1ccc2oc(Cc3ccc(Cl)cc3)nc2c1	u	x
O=C(C1CCCO1)N1CCN(S(=O)(=O)c2ccc(Br)cc2)CC1 (stereo not drawn)	24%	-4
CC(=O)C1C(c2ccc(F)cc2)c2c(noc2C)CC1(C)O (stereo not drawn)	3%	19
COc1ccc(Cl)cc1NC(=O)CN(C(=O)c1ccco1)C1CCCCC1	14%	-15
N#Cc1cc(-c2ccccc2)nnc1Sc1ccccc1	u	x
Cc1ccc(-c2nn(CC(=O)NCc3cc(-c4nn(C)c(=O)c5ccccc45)ccc3C)c(=O)c3ccccc23)cc1	u	x
CNCCCCOc1ccccc1-c1ccccc1	u	x
CCOc1ccc(S(=O)(=O)Oc2ccc3ccccc3c2)cc1	-15%	-10
Cc1nc(-n2cc(F)c(=O)[nH]c2=O)c2nc(C)oc2n1	16%	x
Cc1ccnc(NC(=O)c2ccc(S(=O)(=O)c3ccccc3)cc2)c1	2%	11
COC(=O)c1ccc(NC(=O)COc2ccc(C3C(C#N)=C(N)Oc4c3ccc3ccccc43)cc2OC)cc1 (stereo not drawn)	u	x
CC1(C)CC(=O)C(C=NC2CCCCC2)=C(O)C1	u	x

Entries of single compounds, looked up by structure. Values in the order: S3 lipid droplet	S3 lipid droplet cell count max
`O=C(CN1CCN(S(=O)(=O)c2cc(C(F)(F)F)ccc2Cl)CC1)N1CCc2ccccc2C1` is listed as u	x
`Cc1nc(-n2cc(F)c(=O)[nH]c2=O)c2nc(C)oc2n1` is listed as 16%	x
`CNCCCCOc1ccccc1-c1ccccc1` is listed as u	x
`CN(Cc1ccon1)C(=O)CC1C(=O)NCCN1CC1CCCCC1` (stereo not drawn) is listed as u	x
`COC(=O)C1=C(C(=O)OC)SC2(S1)C(C(=O)OC)=C(C(=O)OC)SC1=C2c2cccc(C)c2NC1(C)C` is listed as u	x

(continued)
SMILES	S3 lipid droplet	S3 lipid droplet cell count max
O=c1cc(-c2c(O)c3ccccc3n(Cc3ccccc3)c2=O)[nH][nH]1	u	x
CCOC(=O)C1=C(COC(=O)CSc2ccc(Br)cc2)NC(=O)NC1C (stereo not drawn)	u	x
COc1ccc(OC)c(NC(=O)[C@@]2(CC(=O)O)CC(/C=C/c3ccccc3)=NO2)c1	u	x
S=c1[nH]c2ccc(Cc3ccc4[nH]c(=S)[nH]c4c3)cc2[nH]1	u	x
COc1ccc(C2CC(=O)N(C)c3ccccc3S2)cc1OC (stereo not drawn)	0%	-24
CCC(c1nnnn1CCc1ccccc1)N(Cc1ccco1)Cc1cc2cccc(C)c2[nH]c1=O (stereo not drawn)	u	x
O=[N+]([O-])c1ccc(Cn2cc(-c3cccc(C(F)(F)F)c3)nn2)cc1	u	x
Cc1ccc(CNc2ncc(-c3ccc4c(c3)OCO4)n2C)cc1	u	x
CC1CCCN(S(=O)(=O)c2ccc(NC(=O)CCN3C(=O)c4ccccc4C3=O)cc2)C1 (stereo not drawn)	-3%	-18
O=C(Oc1ccc[nH]c1=O)c1cc([N+](=O)[O-])cc([N+](=O)[O-])c1	5%	-8
CC(=O)NC1=NN(C(C)=O)C(C)(c2cccc([N+](=O)[O-])c2)S1 (stereo not drawn)	u	x
CC(=O)Nc1ccc(S(=O)(=O)NNC(=O)COc2cccc3ccccc23)cc1	6%	-6
O=C(NCC1CCCCN1)c1cc(OCC(F)(F)F)ccc1OCC(F)(F)F (stereo not drawn)	u	x
CCc1c(C(=O)OC)nnc2cc(C)nn12	u	x
CN1c2ccccc2C(O)=C(C(=S)Nc2ccc(Cl)cc2)S1(=O)=O	u	x

These rows are one share of the data. The share of hits here may be higher or lower than overall.
